High-throughput results (PubChem)
UHRF1 binding: blocks human UHRF1 binding to methylated DNA; inhibition, % at 4.4 µM; Q96T88; actives 0.75% (n = 370,000); UHRF1 binding to methylated oligo, TR-FRET; in the data active means inhibition above about 21%;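 further: UHRF1 SRA domain binding a hemimethylated CpG hairpin DNA probe; 0% = median of test compound wells and 100% = reference inhibitor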
Target sequence (Q96T88 whole entry, looked up, the tested form may be a part): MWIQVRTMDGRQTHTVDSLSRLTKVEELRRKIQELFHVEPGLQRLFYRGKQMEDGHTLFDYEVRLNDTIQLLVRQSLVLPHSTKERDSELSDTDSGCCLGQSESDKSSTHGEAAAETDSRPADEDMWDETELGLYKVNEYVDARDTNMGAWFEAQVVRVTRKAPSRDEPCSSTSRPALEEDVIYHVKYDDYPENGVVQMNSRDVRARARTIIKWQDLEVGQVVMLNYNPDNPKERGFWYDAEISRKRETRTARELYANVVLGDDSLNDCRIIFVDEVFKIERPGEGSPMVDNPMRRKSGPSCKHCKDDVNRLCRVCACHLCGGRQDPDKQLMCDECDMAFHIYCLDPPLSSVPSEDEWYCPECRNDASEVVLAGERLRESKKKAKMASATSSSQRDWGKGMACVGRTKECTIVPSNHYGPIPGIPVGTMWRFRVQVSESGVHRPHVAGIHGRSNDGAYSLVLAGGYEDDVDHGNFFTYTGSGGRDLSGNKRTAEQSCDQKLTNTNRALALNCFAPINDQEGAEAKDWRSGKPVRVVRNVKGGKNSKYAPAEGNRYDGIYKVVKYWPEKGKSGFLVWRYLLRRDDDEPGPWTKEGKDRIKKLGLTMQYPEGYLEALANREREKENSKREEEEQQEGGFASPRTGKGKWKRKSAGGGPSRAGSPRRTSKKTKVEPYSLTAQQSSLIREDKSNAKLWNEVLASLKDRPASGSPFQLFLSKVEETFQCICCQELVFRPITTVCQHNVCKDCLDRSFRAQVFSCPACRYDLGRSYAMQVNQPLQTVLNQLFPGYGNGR
LEDGF integ inh: blocks HIV-1 LEDGF/p75-dependent DNA integration; inhibition, % at 3.7 µM; TR-FRET IN-LEDGF/p75 DNA integration, Eu/Cy5; actives 0.64% (n = 370,000);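 active means inhibition above the screen-wide mean plus 3 SD, cut at about 13% in these data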;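 further: signal is the Cy5 over europium emission ratio at 671 and 618 nm; 0% = plate median of compound wells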
HTRA1 inh: inhibitors of human serine peptidase HTRA1; recombinant HTRA1, FP-rhodamine activity-based probe, fluorescence polarization; AID 504803; Q92743; actives 0.5% (n = 340,000); inhibition, % at 5.96 µM; in the data active means inhibition above about 36%;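 further: 0% = enzyme with DMSO and 100% = wells lacking enzyme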
PRMT1 inh: inhibitors of human PRMT1 | Q99873 | recombinant PRMT1, activity-based probe fluorescence polarization | inhibition, % at 2.79 µM | actives 1.3% (n = 370,000) | AID 652257;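 active means inhibition above about 21% made by adding two undisclosed values, limit read from the data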
TCR-CD3 inh: human TCR-CD3 binding inhibition. TAMRA-labeled TCR probe fluorescence, biochemical. inhibition, % at 9.4 µM. actives 0.37% (n = 360,000). AID 651800; in the data active means inhibition above about 19%;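 further: recombinant mutant TCR 2C K166C tagged with TAMRA read by polarization; 0% = receptor in buffer alone and 100% = receptor with positive control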
ABHD4 inh: ABHD4 (mouse) inhibition, primary FP screen; Q8VD66; purified mABHD4, FP-Rh probe fluorescence polarization; inhibition, % at 8.92 µM; actives 0.54% (n = 370,000); AID 720543;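 active means inhibition exceeding the mean over every tested compound plus 3 SD, cut at about 30% in these data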;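 further: 0% = plate median of compound wells and 100% = S159A mutant with DMSO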
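system = mouse ABHD4 enzyme, wild type | medium = HEPES pH 7.0, NaCl, Pluronic buffer | also added = FP-Rh probe | incubation = Enzyme–compound pre-incubation 45 min, then probe 60 min, both 25 °C | technique = fluorescence polarization, excitation 525 nm, emission 598 nm, BODIPY TMR filters | controls = S159A mutant high control, sample median low control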
NR1D1 modulator: Rev-erb alpha (human) modulation | P20393 | Rev-erbα–FITC-DNA binding, fluorescence polarization, 90 min | activity, % at 10 µM | actives 0.79% (n = 370,000);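 active means activity above about 14%, limit read from the data; passing the limit was not always enough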;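 further: 0% = DMSO wells with 35 nM protein and 100% = DMSO wells with 750 nM protein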
MBD2 inh: MBD2-methylated oligo binding inhibition; Q9UBB5; TR-FRET, MBD2 binding to methylated oligonucleotide; inhibition, % at 4.4 µM; actives 0.31% (n = 370,000); in the data active means inhibition above about 13%
rCAG binder: molecules binding r(CAG) RNA repeats; r(CAG) RNA repeat, TO-PRO-1 dye displacement fluorescence; inhibition, % at 3 µM; actives 1.3% (n = 370,000);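 active means inhibition above the plate cutoff, the mean of all test compounds on that plate plus 3 SD, cut at about 35% in these data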;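 further: 0% = DMSO alone and 100% = 100 µM mitoxantrone as full dye displacement; higher means more dye released from RNA so lower well fluorescence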
PG9 binder: PG9 antibody binding by small molecule. actives 0.43% (n = 360,000). inhibition, % at 6.7 µM. AID 624416. TR-FRET gp120-PG9 antibody binding; in the data active means inhibition above about 8.5%
Starred values were filed as active, the others as inactive; x = not tested or not shown. The list is partial, so the mix of outcomes need not match the whole.

item	canonical_smiles	UHRF1 binding	LEDGF integ inh	HTRA1 inh	PRMT1 inh	TCR-CD3 inh
1	O=C(c1cc(C2CC2)on1)N1CCN(C(c2ccccc2)c2ccccc2)CC1	6	2	6	6	-7
2	O=C(Sc1ccccc1)c1cccc(Cn2cc(C(F)(F)F)ccc2=O)c1	1	3	x	8	0
3	CC(C)(C)C(=O)NCCN1C(=O)S/C(=C\c2ccc([N+](=O)[O-])cc2)C1=O	-5	-2	1	0	5
4	CCCCC(=O)N1CCCC(C)C1 (stereo unspecified)	-1	-1	-5	1	0
5	COc1ccccc1NC(=O)CSc1nnc(COc2ccccc2C)o1	2	-9	-7	2	-6
6	COc1cccc(CNC(=O)CCC2CCCN(c3cc(C)nc(N4CCCC4)n3)C2)c1 (stereo unspecified)	-2	0	4	2	0
7	Cn1c(=O)c2c(nc(NCCCN3CCOCC3)n2Cc2ccc(Cl)c(Cl)c2)n(C)c1=O	3	-1	x	-1	1
8	CC(=O)Oc1cc(C)cc2oc(=O)cc(-c3ccccc3)c12	1	-1	-2	0	4
9	CCC(C)NC(=O)Cn1c(-c2ccccc2)cc(C(C)=O)c1C (stereo unspecified)	-3	1	1	3	3
10	O=C(COc1ccccc1[N+](=O)[O-])Nc1ccc(NC(=O)c2cc3ccccc3o2)cc1	1	2	-10	0	4

item	ABHD4 inh	NR1D1 modulator	MBD2 inh	rCAG binder	PG9 binder
1	-12	0	8	4	-2.1
2	-6	-1	1	-4	-1.6
3	4	-2	-7	5	-1.9
4	1	1	1	0	-1.8
5	-1	9	-3	1	-0.2
6	-2	-8	1	-6	-0.7
7	2	x	1	-10	-0.1
8	-2	-4	2	-7	-0.2
9	6	3	-4	-1	0.0
10	-6	-25	-3	0	-1.5

The list goes on:
item	canonical_smiles	UHRF1 binding	LEDGF integ inh	HTRA1 inh	PRMT1 inh	TCR-CD3 inh
11	CC(=O)OC1CCC2C3CCc4cc(OP(=O)(N5CC5)N5CC5)ccc4C3CCC12C (stereo unspecified)	0	-1	-37	0	2
12	O=C(COC(=O)c1cc(Cl)cc(Cl)c1)NCCN1C(=O)CSC1=O	-1	2	-1	1	-2
13	COc1ccc(CC(NC(C)=O)C(=O)NC2CCN(C(=O)c3ccc(Cl)cc3)CC2)cc1 (stereo unspecified)	-1	0	-4	-3	5
14	CN(C)C(=O)COC(=O)c1cccc(CN2C(=O)c3ccccc3C2=O)c1	5	-3	2	-4	-5
15	O=C(Nc1cccnc1)c1cc([N+](=O)[O-])ccc1Cl	1	1	2	1	-3
16	Cc1ccc(-c2nc(SCC(=O)c3c(N)n(C)c(=O)n(C)c3=O)n[nH]2)cc1	2	0	2	0	0
17	CN(C)CCNC(=O)Cn1ccc2cc(S(=O)(=O)N3CCCCC3)ccc21	-1	3	-2	-6	3
18	CCc1cccc(NC(=O)CC2SC(N3CCCC3)=NC2=O)c1 (stereo unspecified)	2	-1	9	6	-5
19	CCOC(=O)c1cnc2c(OC)cccc2c1Nc1ccc2c(c1)OCCO2	-4	0	12	-1	5
20	CC1CCC(NC(=O)CCS(=O)(=O)c2ccc3c(c2)oc(=O)n3C)CC1 (stereo unspecified)	-1	4	4	4	1

item	ABHD4 inh	NR1D1 modulator	MBD2 inh	rCAG binder	PG9 binder
11	-1	-4	5	5	-2.0
12	4	-4	0	2	-3.8
13	-4	-2	1	0	-2.0
14	-1	7	1	-2	-0.3
15	7	-1	0	2	-2.0
16	2	-11	-1	-2	0.3
17	-4	7	-7	4	-1.4
18	-4	-2	1	5	2.6
19	1	3	1	0	-0.9
20	-4	0	-5	1	1.6

Other results follow.
item	canonical_smiles	UHRF1 binding	LEDGF integ inh	HTRA1 inh	PRMT1 inh	TCR-CD3 inh
21	COc1ccccc1NC(=S)NCc1cccs1	1	0	3	4	-8
22	Cc1cc(=O)[nH]c(SC/C=C/c2ccccc2)n1	4	1	5	3	-5
23	CCCCOc1ccc(Cc2cnc(N)nc2N)cc1	2	-2	-1	-1	-4
24	Cc1ccc2cc(CCNC(=O)C3CCCC3)c(=O)[nH]c2c1	3	2	2	-7	-8
25	Cc1ccc(OCCn2cc(/C=C/C(=O)O)c3ccccc32)cc1	0	4	-20	-3	2
26	CCc1nonc1NC(=O)c1oc2ccc(Br)cc2c1C	-1	1	3	2	8
27	COc1ccc(N2CCN(C(=O)c3oc4ccccc4c3NC(=O)Cc3cccc(OC)c3)CC2)cc1	24*	4	-13	0	1
28	CCN(C(=O)COc1ncnc2scc(-c3ccc(F)cc3)c12)C1CCS(=O)(=O)C1 (stereo unspecified)	-1	-3	-10	-1	2
29	Cc1cc(C)c2[nH]c(=O)c(CN(CC3CCCO3)S(=O)(=O)c3ccc4c(c3)OCCO4)cc2c1 (stereo unspecified)	0	2	-16	-3	1
30	CN1CCN(Cc2nc3c(c(=O)n(C)c(=O)n3C)n2CCCc2ccccc2)CC1	2	3	-4	-3	0

item	ABHD4 inh	NR1D1 modulator	MBD2 inh	rCAG binder	PG9 binder
21	9	3	-1	-3	0.0
22	5	6	-4	2	1.1
23	4	-2	6	-5	-1.2
24	-5	-3	3	3	1.0
25	-2	-6	-3	25	-1.4
26	3	-3	4	1	-0.8
27	-8	0	4	0	-0.9
28	-11	2	-2	3	-0.6
29	4	16	1	2	-2.1
30	-8	3	3	-9	0.7

Other entries follow.
item	canonical_smiles	UHRF1 binding	LEDGF integ inh	HTRA1 inh	PRMT1 inh	TCR-CD3 inh
31	CC(=O)N(C)c1ccc(OCC(O)COc2ccc(N(C)C(C)=O)cc2)cc1	3	-5	-2	3	1
32	COc1ccc(-c2coc3c(C(=O)NCc4cccs4)cccc23)c(C)c1	0	2	x	5	-6
33	CC(C)CC(NC(=O)c1ccc(Cl)cc1)C(=O)OCc1cc([N+](=O)[O-])cc2c1OCOC2 (stereo unspecified)	5	-4	-28	1	-5
34	O=S(=O)(NCc1cccnc1)c1ccc(Cl)c2ccccc12	0	0	5	-1	4
35	COc1ccc(CCNC(=O)CS(=O)Cc2nc(-c3cccs3)oc2C)cc1OC (stereo unspecified)	6	9	1	10	9
36	CC(CO)Nc1nc(SCc2ccccc2)nc2sc3c(c12)CCC3 (stereo unspecified)	0	-1	-20	10	6
37	COc1cc(C(=O)NC2CCN(CC(=O)NC3CCCCC3)CC2)cc(OC)c1OC	2	0	1	2	0
38	O=c1oc2ccccc2c(O)c1/C=N/c1ncccn1	0	4	-22	3	4
39	Cc1noc(NS(=O)(=O)c2ccc(NC(=O)CSc3nc4ccccc4[nH]3)cc2)c1C	5	6	-10	0	5
40	CC(=O)c1ccc(S(=O)(=O)NC2CCCCCCC2)cc1	1	-2	-8	-3	7

item	ABHD4 inh	NR1D1 modulator	MBD2 inh	rCAG binder	PG9 binder
31	9	-5	-4	-2	-0.4
32	-25	7	2	6	-0.2
33	-7	-3	0	9	0.8
34	-3	10	-1	0	-3.0
35	-5	-3	3	7	-2.1
36	-16	-5	1	13	-3.9
37	6	-1	2	-7	2.8
38	-8	-3	-2	20	-1.9
39	-4	-1	4	32	-1.5
40	2	2	4	-3	-1.6

(list continues)
item	canonical_smiles	UHRF1 binding	LEDGF integ inh	HTRA1 inh	PRMT1 inh	TCR-CD3 inh
41	COc1cc([C@H](Cc2ccccc2)NC(C)=O)oc(=O)c1	5	3	10	5	10
42	C#CCNC(=O)C1=C[C@@H](c2ccc(C(F)(F)F)cc2)[C@H](CCCO)[C@@H](OCC)O1	0	-3	-3	-1	3
43	COCCN(C(=O)CCC(=O)Nc1ccccn1)C(C(=O)NCCC(C)C)c1ccc(C)cc1 (stereo unspecified)	0	-5	6	2	-13
44	Cc1ccccc1CSc1nnc(-c2cccnc2)n1N	-2	-2	7	0	0
45	Cc1ccc(S(=O)(=O)N(C)C[C@@H]2OCc3cnnn3CCCC(=O)N([C@H](C)CO)C[C@H]2C)cc1	0	-4	3	3	-7
46	Cc1cccc(C(=O)NCC(c2cccs2)N2CCOCC2)c1 (stereo unspecified)	5	-1	-2	3	3
47	CCCc1[nH]nc2c1C(c1c(C)nn(-c3ccccc3)c1Cl)C(C#N)=C(N)O2 (stereo unspecified)	0	1	-3	1	-5
48	Cc1ccc(S(=O)(=O)Nc2nnc(CC(C)(C)C)s2)cc1	2	-1	-4	4	-8
49	C#CCOC(=O)C[N+](C)(C)CC=C	-3	0	7	-1	4
50	Cc1cccc(C(=O)OCC(=O)N2CC(C)OC(C)C2)c1C (stereo unspecified)	-2	0	8	0	-3
51	O=C(COc1ccc(Cl)cc1Cl)N/N=C/c1ccccn1	-4	2	0	-1	-2

item	ABHD4 inh	NR1D1 modulator	MBD2 inh	rCAG binder	PG9 binder
41	12	-8	-1	12	0.5
42	-2	-4	-7	-11	-0.4
43	2	-7	1	-12	1.1
44	-3	3	0	1	-1.5
45	3	-2	1	-1	-2.1
46	-3	-4	-1	-4	1.9
47	5	1	1	-5	-1.2
48	-2	3	1	28	-0.9
49	4	-4	3	0	1.8
50	2	-1	3	0	1.0
51	2	4	-6	-3	-1.2

Gathered by group: those above with an aryl methoxy group.
item	canonical_smiles	UHRF1 binding	LEDGF integ inh	HTRA1 inh	PRMT1 inh	TCR-CD3 inh
5	COc1ccccc1NC(=O)CSc1nnc(COc2ccccc2C)o1	2	-9	-7	2	-6
6	COc1cccc(CNC(=O)CCC2CCCN(c3cc(C)nc(N4CCCC4)n3)C2)c1 (stereo unspecified)	-2	0	4	2	0
13	COc1ccc(CC(NC(C)=O)C(=O)NC2CCN(C(=O)c3ccc(Cl)cc3)CC2)cc1 (stereo unspecified)	-1	0	-4	-3	5
19	CCOC(=O)c1cnc2c(OC)cccc2c1Nc1ccc2c(c1)OCCO2	-4	0	12	-1	5
21	COc1ccccc1NC(=S)NCc1cccs1	1	0	3	4	-8
27	COc1ccc(N2CCN(C(=O)c3oc4ccccc4c3NC(=O)Cc3cccc(OC)c3)CC2)cc1	24*	4	-13	0	1
32	COc1ccc(-c2coc3c(C(=O)NCc4cccs4)cccc23)c(C)c1	0	2	x	5	-6
35	COc1ccc(CCNC(=O)CS(=O)Cc2nc(-c3cccs3)oc2C)cc1OC (stereo unspecified)	6	9	1	10	9
37	COc1cc(C(=O)NC2CCN(CC(=O)NC3CCCCC3)CC2)cc(OC)c1OC	2	0	1	2	0
41	COc1cc([C@H](Cc2ccccc2)NC(C)=O)oc(=O)c1	5	3	10	5	10

item	ABHD4 inh	NR1D1 modulator	MBD2 inh	rCAG binder	PG9 binder
5	-1	9	-3	1	-0.2
6	-2	-8	1	-6	-0.7
13	-4	-2	1	0	-2.0
19	1	3	1	0	-0.9
21	9	3	-1	-3	0.0
27	-8	0	4	0	-0.9
32	-25	7	2	6	-0.2
35	-5	-3	3	7	-2.1
37	6	-1	2	-7	2.8
41	12	-8	-1	12	0.5
